# GC-A act: GC-A (human) enzyme activation | HEK293 GC-A cells, cGMP TR-FRET, EC30 ANP; 0% at EC30 ANP, 100% saturating ANP | AID 1671463 | activation, % at 10 µM | 370,000 compounds, 0.14% hits | P16066; in the data active = activation above about 40%
# GC-B act: GC-B (human) receptor activation. activation, % at 10 µM. HEK293-GC-B cells, CNP EC30, cGMP TR-FRET; 0% at EC30 CNP, 100% saturating CNP. 370,000 compounds, 0.11% hits. AID 1920062. P20594;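 active = activation at 10 µM reaching about 35% in either raw or pattern-adjusted values, limit read from the data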
# PG9 Ab binder: small molecules binding HIV-1 gp120 antibody PG9; AID 624416; TR-FRET gp120-PG9 antibody binding; inhibition, % at 6.7 µM; 360,000 compounds, 0.43% hits; in the data active = inhibition above about 8.5%
# SMARCA2 act: SMARCA2 function activation, primary screen. MG213 cells, MMTV-luciferase reporter, dexamethasone, overnight. activation, % at 9.1 µM. 370,000 compounds, 1% hits. AID 652017; in the data active = activation above about 7.8%;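 note: 0% = vehicle wells and 100% = reference activator wells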
# mABHD4 FP: inhibits mouse alpha/beta hydrolase domain 4; Q8VD66; purified mABHD4, FP-Rh probe fluorescence polarization; inhibition, % at 8.92 µM; 370,000 compounds, 0.54% hits; AID 720543;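 active = inhibition exceeding the mean over every tested compound plus 3 SD, cut at about 30% in these data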;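 note: 0% = plate median of compound wells and 100% = S159A mutant with DMSO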
#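 Doses – 8.92 µM, single dose · Material – wild-type mouse ABHD4 protein · Replication – single well per compound (singlicate) · Measure – percent inhibition of probe binding, normalized to plate controls · Schedule – 45 min compound pre-incubation plus 60 min probe step, 25 °C · Detection – fluorescence polarization with parallel and perpendicular emission, 525/598 nm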
# ASAP1 GAP inh: blocks human ASAP1-stimulated Arf1 GTP hydrolysis; Q9ULH1; GDP FP detection; inhibition, % at 16.5 µM; 360,000 compounds, 0.19% hits; in the data active = inhibition above about 25%;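 note: 0% = vehicle with enzyme and substrate and 100% = no enzyme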
# Target sequence (Q9ULH1 325-724 limits assumed): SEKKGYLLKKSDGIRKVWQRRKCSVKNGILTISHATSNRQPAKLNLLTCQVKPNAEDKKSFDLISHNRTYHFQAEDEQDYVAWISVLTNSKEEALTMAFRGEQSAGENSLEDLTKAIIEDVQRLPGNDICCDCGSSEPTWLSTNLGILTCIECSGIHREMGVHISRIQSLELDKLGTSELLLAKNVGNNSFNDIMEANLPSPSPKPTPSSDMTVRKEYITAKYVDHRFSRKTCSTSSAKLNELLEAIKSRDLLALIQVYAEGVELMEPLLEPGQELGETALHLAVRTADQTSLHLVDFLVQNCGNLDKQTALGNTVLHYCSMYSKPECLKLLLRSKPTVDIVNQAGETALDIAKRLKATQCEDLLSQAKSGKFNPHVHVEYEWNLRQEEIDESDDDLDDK
# HTRA1 inh: blocks human HTRA1 serine peptidase. recombinant HTRA1, FP-rhodamine activity-based probe, fluorescence polarization. inhibition, % at 5.96 µM. Q92743. 340,000 compounds, 0.5% hits; in the data active = inhibition above about 36%;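 note: 0% = enzyme with DMSO and 100% = wells lacking enzyme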
# Target sequence (Q92743 whole entry, looked up): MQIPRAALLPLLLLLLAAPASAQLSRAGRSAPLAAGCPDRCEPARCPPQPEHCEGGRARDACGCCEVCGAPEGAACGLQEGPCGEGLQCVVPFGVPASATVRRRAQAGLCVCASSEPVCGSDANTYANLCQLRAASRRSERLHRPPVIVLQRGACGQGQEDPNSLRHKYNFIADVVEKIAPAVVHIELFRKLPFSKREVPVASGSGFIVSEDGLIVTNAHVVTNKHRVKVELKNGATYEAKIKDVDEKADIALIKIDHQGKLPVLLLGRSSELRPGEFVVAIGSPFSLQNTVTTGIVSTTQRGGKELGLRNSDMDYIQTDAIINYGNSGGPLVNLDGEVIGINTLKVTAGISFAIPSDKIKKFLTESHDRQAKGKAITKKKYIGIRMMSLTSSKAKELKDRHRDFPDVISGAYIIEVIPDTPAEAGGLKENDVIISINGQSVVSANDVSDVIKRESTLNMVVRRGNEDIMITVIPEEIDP
# Rev-erbA mod: Rev-erb alpha (human) modulation; Rev-erbα–FITC-DNA binding, fluorescence polarization, 90 min; activity, % at 10 µM; 370,000 compounds, 0.79% hits; AID 1259318;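 active = activity above about 14%, limit read from the data; passing the limit was not always enough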;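 note: 0% = DMSO wells with 35 nM protein and 100% = DMSO wells with 750 nM protein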
# rCAG binder: binds r(CAG) RNA repeats; r(CAG) RNA repeat, TO-PRO-1 dye displacement fluorescence; inhibition, % at 3 µM; 370,000 compounds, 1.3% hits; AID 651821;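 active = inhibition above the plate cutoff, the mean of all test compounds on that plate plus 3 SD, cut at about 35% in these data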;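 note: 0% = DMSO alone and 100% = 100 µM mitoxantrone as full dye displacement; higher means more dye released from RNA so lower well fluorescence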
# ARFGAP1 inh: inhibits rat ARF GTPase activating protein 1; Arfgap1-stimulated ARF1 GTP hydrolysis, GDP FP detection; Q62848; 360,000 compounds, 0.26% hits; inhibition, % at 16.5 µM; AID 651572;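 active = inhibition above a per-plate limit, mean inhibition of low control wells plus 3 SD, cut at about 25% in these data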;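 note: 0% = DMSO wells with enzyme and 100% = wells lacking Arfgap1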
# Target sequence (Q62848 1-136 limits assumed): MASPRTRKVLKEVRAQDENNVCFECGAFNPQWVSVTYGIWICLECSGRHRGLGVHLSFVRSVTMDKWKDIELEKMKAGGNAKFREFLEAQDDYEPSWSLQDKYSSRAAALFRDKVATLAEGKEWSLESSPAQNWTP
#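 material = rat Arfgap1 catalytic domain, aa 1-136 | also added = human ARF1(Δ1-17)-GTP substrate | compound dosing = one concentration, 16.5 µM, DMSO 1.26% | times = GTP hydrolysis reaction 2 h at 25 °C | measured by = FP, GDP Alexa 633 tracer displaced from anti-GDP antibody, 620/688 nm | evaluation = percent inhibition of Arfgap1-stimulated GTP hydrolysis | replication = single well per compound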
# * = called active by the depositor; · = not tested or not shown.
# Abbreviations: A = GC-A act; B = GC-B act; C = PG9 Ab binder; D = SMARCA2 act; E = mABHD4 FP; F = ASAP1 GAP inh; G = HTRA1 inh; H = Rev-erbA mod; I = rCAG binder; J = ARFGAP1 inh
COc1cccc(NC(=O)CN(C)S(=O)(=O)c2ccc3c(c2)NC(=O)CS3)c1
  A: -2; B: 0; C: 0.1; D: 3; E: -5; F: -4; G: 1; H: -7; I: 4; J: -7
O=C(O)c1cc(N/N=C/c2ccncc2)ccc1Cl
  A: -2; B: 1; C: -4.9; D: 2; E: 4; F: 5; G: 9; H: 6; I: 7; J: 6
CCOC(=O)C(NC(C)=O)C(=O)Nc1ccc(C)cc1C (centres undefined)
  A: 4; B: 3; C: -2.1; D: 3; E: 2; F: 11; G: 11; H: 1; I: 2; J: -3
O=C(NC(=S)Nc1ccccc1N1CCCCC1)c1ccccc1
  A: 6; B: -1; C: 0.0; D: 2; E: -2; F: -1; G: 3; H: 4; I: 0; J: 4
CCCCN1C(=O)C(CC(=O)NC2CCCC2)CC(C(=O)N2CCCCCC2)=C1C (centres undefined)
  A: -1; B: -5; C: -2.9; D: -3; E: 5; F: 8; G: ·; H: 3; I: -2; J: -6
Cc1cc[n+](CCc2ccccc2)cc1C
  A: 5; B: -1; C: -0.3; D: -4; E: -4; F: -1; G: 1; H: 1; I: -3; J: -1
OC(CN1CCC(Cc2ccccc2)CC1)c1ccccc1 (centres undefined)
  A: -2; B: -4; C: -3.2; D: -2; E: 2; F: 7; G: -1; H: 0; I: -9; J: 1
CN(c1ccc(C(=O)NCC2CCCO2)cc1)S(=O)(=O)c1ccc(Cl)cc1 (centres undefined)
  A: 1; B: -3; C: -0.5; D: -3; E: 3; F: -1; G: 5; H: 2; I: 0; J: 6
COc1ccc(OC)c(-c2csc(NC(=O)Cn3[nH]c(=O)c4ccccc4c3=O)n2)c1
  A: 1; B: 1; C: 0.1; D: -5; E: 0; F: 8; G: -8; H: -27; I: 12; J: 6
CCN(C(=O)COC(=O)C1COc2ccccc2O1)c1c(N)n(Cc2ccccc2)c(=O)[nH]c1=O (centres undefined)
  A: 0; B: 2; C: 0.5; D: -2; E: 4; F: -1; G: 2; H: 2; I: 0; J: 4
CCCCNC(=O)N1CCCC(N(C)CCc2ccc(OC)c(OC)c2)C1 (centres undefined)
  A: -1; B: 6; C: -0.5; D: -3; E: 6; F: 6; G: -4; H: -6; I: -12; J: 7
O=C(N/N=C/c1sc(=O)n(-c2ccccc2)c1Cl)c1ccccc1
  A: 2; B: 1; C: -2.6; D: 4; E: -3; F: 3; G: -2; H: -2; I: -1; J: 8
Cn1c(-c2ncc(F)cc2F)cc2onc(-c3c(F)cccc3Cl)c2c1=O
  A: 1; B: -1; C: 0.1; D: 7; E: 6; F: 8; G: -2; H: -3; I: -5; J: 14
COC(=O)c1c(-c2ccccc2)csc1N
  A: 0; B: 3; C: -1.2; D: 0; E: -4; F: 1; G: -2; H: 2; I: 1; J: -1
Cc1ccc(-c2cnco2)cc1
  A: 3; B: 2; C: 0.6; D: -2; E: 5; F: -5; G: 4; H: -1; I: -3; J: 3
O=C(NCCc1ccccc1)C1CCCN1C(=O)Nc1ccc(F)cc1 (centres undefined)
  A: -2; B: -1; C: 0.6; D: -1; E: -1; F: -9; G: -1; H: -1; I: -5; J: -6
O=C/C(=C\Nc1ccc(Cl)cn1)c1nc2cc(Cl)ccc2o1
  A: -2; B: -4; C: -0.2; D: -3; E: 5; F: -4; G: -4; H: 7; I: 4; J: -1
O=C(CSc1nc2ccccc2c(=O)n1Cc1ccco1)c1ccccc1
  A: 1; B: 1; C: 0.6; D: -2; E: -6; F: -6; G: -10; H: 1; I: 2; J: -2
C[C@]12CC[C@H](O)CC1=CCC1C2CC[C@@]2(C)C1CC[C@@H]2NC(=O)[C@@H](N)Cc1cnc[nH]1 (some centres undefined)
  A: -3; B: -3; C: -0.3; D: -3; E: 5; F: -9; G: 19; H: 2; I: 1; J: -1
CC(C)(C)c1ccc(OCCCC(=O)N2CCOCC2)cc1
  A: 2; B: 2; C: -0.8; D: 0; E: 7; F: -2; G: -2; H: -4; I: -9; J: 15
O=C(Nc1ccc(N2CCOCC2)c(Cl)c1)c1ccc(Cl)cc1
  A: 3; B: 4; C: 0.3; D: 0; E: -3; F: -9; G: -6; H: -16; I: -4; J: 1
Cc1ccccc1NC(=O)Cc1nc(COC(=O)c2cccc([N+](=O)[O-])c2)cs1
  A: 0; B: 1; C: -1.2; D: -2; E: 54*; F: 3; G: -7; H: -2; I: -2; J: -7
Cc1ccc(S(=O)(=O)N2[C@H](CC(=O)OCc3ccccc3)OC[C@@H]2C(C)C)cc1
  A: 2; B: 8; C: -0.4; D: -3; E: -8; F: 2; G: ·; H: -3; I: 2; J: 2
COc1cccc(NC(=S)Nc2cc(C)cc(C)n2)c1
  A: 1; B: 2; C: -0.8; D: 6; E: -2; F: 3; G: -2; H: 31*; I: 3; J: 13
Cc1cc(NC(=O)c2ccc(C(C)(C)C)cc2)no1
  A: 1; B: 3; C: -2.8; D: 4; E: -2; F: 4; G: -7; H: 0; I: -4; J: 0
COc1cccc(/C=C/C(=O)OCC(=O)N2c3ccccc3CC2C)c1OC (centres undefined)
  A: 2; B: -4; C: 0.9; D: -1; E: -4; F: 9; G: -9; H: 6; I: -4; J: -9
Cc1cc(C)cc(NC(=O)C2CCCN2S(=O)(=O)c2ccc3c(c2)n(C)c(=O)c(=O)n3C)c1 (centres undefined)
  A: 1; B: 3; C: -2.7; D: -1; E: 0; F: -1; G: 3; H: -3; I: 3; J: 4
CCCCOc1ccc(C(=O)NC2CCCCN(Cc3ccccc3C)C2=O)cc1 (centres undefined)
  A: 6; B: -2; C: ·; D: -3; E: -2; F: ·; G: ·; H: 1; I: -1; J: ·
CC1CC(OC(=O)C(O)c2ccccc2)CC(C)(C)N1C (centres undefined)
  A: 2; B: 2; C: -1.5; D: -2; E: 4; F: -6; G: -1; H: -1; I: 2; J: -10
CCOc1ccc(/C=N/NC(N)=S)cc1
  A: -3; B: 0; C: -2.7; D: -1; E: 3; F: 2; G: 6; H: 7; I: -1; J: 5
O=C(Oc1ccc(N2C(=O)CCC2=O)cc1)c1ccccc1
  A: 3; B: 5; C: -0.7; D: -1; E: -1; F: 0; G: 1; H: 5; I: -5; J: -6
Cc1ccsc1C(=O)Nc1ccccc1N1CCCC1
  A: 0; B: 0; C: -1.8; D: 3; E: -3; F: 6; G: 4; H: -1; I: 4; J: -1
CN(CC(=O)Nc1c(Cl)cccc1Cl)C(=O)Cc1ccc(S(=O)(=O)N2CCOCC2)s1
  A: 1; B: -5; C: 1.4; D: 1; E: 1; F: -10; G: 3; H: 3; I: 0; J: -2
COc1ccc(-c2nc3ccccc3nc2-c2ccccc2)cc1
  A: -14; B: -3; C: -1.9; D: 0; E: -2; F: 1; G: -14; H: -1; I: 1; J: -14
COc1ccc(OC)c(N(C(=O)c2snc(C(N)=O)c2N)C(C(=O)NCc2ccccc2)c2ccc(O)cc2)c1 (centres undefined)
  A: -26; B: -14; C: 0.5; D: 0; E: -11; F: 14; G: -19; H: -2; I: 9; J: 4
O=C(NCc1ccncc1)C(=O)Nc1nc2ccccc2s1
  A: 3; B: -5; C: -1.0; D: 3; E: -1; F: -14; G: 3; H: -1; I: 1; J: 3
Cc1cc(O)c(-c2cc(O)c(C)cc2O)cc1O
  A: 14; B: -5; C: -7.4; D: -1; E: 32*; F: 5; G: 9; H: -3; I: 5; J: 3
Cc1ccc(C(=O)N2CCC(C)CC2)cc1C
  A: 1; B: 1; C: 0.6; D: 2; E: 6; F: 14; G: 3; H: -1; I: -5; J: -1
COc1ccccc1CNC(=O)C(C)Sc1ccsc1[N+](=O)[O-] (centres undefined)
  A: -16; B: -10; C: 1.2; D: -1; E: 7; F: -8; G: -5; H: 4; I: 13; J: -17
CC(C)c1cc(CN2CCN(Cc3ccc(F)c(F)c3)C(CCO)C2)[nH]n1 (centres undefined)
  A: -4; B: 3; C: -0.2; D: -3; E: -2; F: 6; G: 2; H: 5; I: 0; J: 3
Cn1c(CCN2CCN(c3ccc(F)cc3)CC2)nc2cc(NC(=O)c3ccco3)ccc21
  A: 0; B: 1; C: 0.5; D: -5; E: 2; F: 0; G: -3; H: 1; I: -7; J: 4
Nc1ncnc2c1ncn2C1OC(C(=O)NC2CC2)C(O)C1O (centres undefined)
  A: 0; B: -6; C: 0.7; D: 7; E: 4; F: 10; G: 5; H: 2; I: 2; J: 5
CCOc1ccccc1C1c2[nH]c3ccccc3c2C[C@H]2C(=O)N(C3CCN(Cc4ccccc4)CC3)CC(=O)N12 (some centres undefined)
  A: 0; B: -2; C: 0.1; D: -5; E: -2; F: 3; G: -17; H: -2; I: 6; J: 11
Nc1ccc(Oc2ccc(Br)cc2)cc1
  A: 12; B: 3; C: -1.1; D: -2; E: 5; F: -23; G: 4; H: 5; I: -1; J: -1
O=C(NCc1ccc(F)cc1)C1CCCN1S(=O)(=O)c1cccc2nsnc12 (centres undefined)
  A: 0; B: 6; C: -1.6; D: -2; E: -2; F: -18; G: 9; H: 2; I: -3; J: -6
O=C(NCCNC(=O)c1cc(OCC(F)(F)F)ccc1OCC(F)(F)F)Nc1cccc(C(F)(F)F)c1
  A: 0; B: 4; C: -0.9; D: -6; E: -47; F: -9; G: -47; H: -5; I: -3; J: 18
O=C(CSc1nc2ccc(N3CCOCC3)cc2c(=O)n1CCc1ccccc1)NCC1CCCO1 (centres undefined)
  A: 6; B: 0; C: 2.0; D: 2; E: 1; F: -5; G: 3; H: -4; I: 1; J: -8
Cc1ccc(-c2cc(C(=O)N3CCOCC3)c3cc(C)ccc3n2)cc1
  A: 7; B: -4; C: 0.6; D: 1; E: 4; F: 5; G: -9; H: 0; I: 3; J: 1
O=C(NCc1cccnc1)c1nn2cccnc2c1Cl
  A: 1; B: 8; C: -0.7; D: -1; E: 8; F: -4; G: 3; H: 0; I: -2; J: 5
O=[N+]([O-])c1ccc(-c2cnc(SC(c3ccccc3)c3ccccc3)[nH]2)cc1
  A: 0; B: -1; C: 0.1; D: -3; E: 9; F: 4; G: -38; H: -1; I: 17; J: 9
CCC1(CC)C(=O)N(C)C(=O)NC1=Nc1ccccc1
  A: -2; B: 5; C: -0.3; D: 2; E: 6; F: 0; G: 2; H: 0; I: 3; J: 2
O=C(/C(=C/c1cccc(Cl)c1)c1nc2ccccc2[nH]1)c1ccccc1
  A: -23; B: -14; C: -2.7; D: 3; E: -2; F: 13; G: -34; H: -1; I: 6; J: -2
CC1CCN(C(=O)COc2coc(CN3CCc4ccccc43)cc2=O)CC1
  A: 3; B: 8; C: -3.1; D: -2; E: 2; F: 2; G: 3; H: 5; I: -6; J: 6

# An excerpt of these results, as comma-separated lines:
mol,GC-A act,GC-B act,PG9 Ab binder,SMARCA2 act,mABHD4 FP,ASAP1 GAP inh,HTRA1 inh,Rev-erbA mod,rCAG binder,ARFGAP1 inh
CC(C)c1cc(CN2CCN(Cc3ccc(F)c(F)c3)C(CCO)C2)[nH]n1 (centres undefined),-4,3,-0.2,-3,-2,6,2,5,0,3
Cn1c(CCN2CCN(c3ccc(F)cc3)CC2)nc2cc(NC(=O)c3ccco3)ccc21,0,1,0.5,-5,2,0,-3,1,-7,4
Nc1ncnc2c1ncn2C1OC(C(=O)NC2CC2)C(O)C1O (centres undefined),0,-6,0.7,7,4,10,5,2,2,5
